# All columns: NCI-60 one-dose screen, growth in % after 48 h at 10 µM unless noted; 100 = growth as untreated, 0 = no growth, -100 = all killed.
# COLO 205: COLO 205 colon cancer; actives 7.3% (n = 79,000); AID 1794742
# A498: A498 renal cancer cells; actives 5.4% (n = 76,000)
# KM12: KM12 colon cancer cells. actives 5% (n = 82,000). AID 1794800
# HCT-116: HCT-116 colon cancer | AID 1794798 | actives 7.3% (n = 82,000)
# SW-620: SW-620 colon cancer | actives 5.2% (n = 82,000) | AID 1794795
# HCT-15: HCT-15 colon cancer; actives 5.2% (n = 82,000)
# HCC-2998: HCC-2998 colon cancer; actives 4.7% (n = 79,000)
# SNB-75: SNB-75 CNS cancer; actives 5% (n = 79,000)
# HT29: HT29 colon cancer; AID 1794748; actives 7.4% (n = 81,000)
# * hit, by the source's call; / = no result given. How the source made its calls: active means growth percent below 10; inactive means the rest.
SMILES,COLO 205,A498,KM12,HCT-116,SW-620,HCT-15,HCC-2998,SNB-75,HT29
CNC(=O)c1cc(Oc2ccc3c(c2)sc2nc(-c4ccc(NC(=O)[C@@H](NC(=O)OC)C(C)C)cc4)cn23)ccn1,64,68,33,55,84,73,93,99,72
COc1cccc(C2C(Cl)C(=O)N2n2cnnc2)c1 (configuration not stated),/,98,90,93,98,104,93,74,95
NCc1cn2cc(Cl)sc2n1,114,91,106,107,106,99,102,93,105
CCOC(=O)/C(Cc1nc(OCc2ccccc2)cc(OCc2ccccc2)n1)=N/O,111,/,91,62,100,/,98,77,83
c1ccc(C(c2ccccc2)C(c2ccccc2)c2ccccc2)cc1,105,104,99,82,93,93,110,81,86
O=C(O)C(N=Cc1ccccc1)C(O)c1ccccc1 (configuration not stated),/,63,99,101,101,103,102,91,103
O=C(O)C1=NN(c2ccc(S(=O)(=O)O)cc2)C(=O)C1N=Nc1ccc(S(=O)(=O)O)cc1 (configuration not stated),104,119,88,102,92,112,89,89,100
NC(N)=NCCCCCNc1noc(Cc2c[nH]c3cc(Br)ccc23)n1,65,94,45,77,92,102,76,38,74
O=C(C1CC1)N1CCN(Cn2sc3ccccc3c2=O)CC1,102,107,97,89,106,95,102,98,102
Oc1ccc2nc(-c3cnn4cccnc34)sc2c1,109,104,93,96,103,90,110,65,95
CCN(CC)CCC(CNc1c(C)cnc2cc(Cl)ccc12)c1ccccc1 (configuration not stated),91,89,97,67,90,89,104,66,66
C/C=C(\C)C(C(=O)NC1CCCCC1)N(C(=O)C1CCc2cc(F)ccc2O1)c1cc(Cl)cc(Cl)c1 (configuration not stated),103,99,104,87,103,99,106,87,93
CCCn1c(N)c(N(CCOC)C(=O)COc2ccc3ccccc3c2)c(=O)[nH]c1=O,106,122,98,105,104,98,98,75,118
Cc1ccc(/C=C/C(=O)c2ccc(F)cc2)s1,108,70,67,26,30,67,88,91,43
O=C1CCC(NNC(=S)Nc2ccc(Cl)cc2)N1 (configuration not stated),109,/,107,114,103,107,104,108,97
Clc1ccc(C(c2c[nH]c3ccccc23)N2CCCC2)cc1 (configuration not stated),99,77,105,92,110,92,98,87,103
COc1cc(OC)c(C(=O)/C=C/c2cccc(C(F)(F)F)c2)c(OC)c1,13,/,11,2.8*,0.8*,6.8*,29,19,3.8*
CC(=O)ON(C(C)=O)c1ccc(C(N)=O)cc1,109,84,104,100,97,113,118,92,108
CN(C)c1nc(N)nc2c1ncn2C1OC(CO)CC1O (configuration not stated),113,92,105,106,105,106,119,92,111
S=C(S)OCCOC(=S)S,116,113,119,110,117,111,108,112,103
O=C(Oc1cccc(O)c1)c1ccccc1,117,111,90,99,107,82,101,102,87
COc1cnccc1-c1nc2ccc3[nH]ncc3c2c2c1CCCC2,55,13,21,24,28,46,58,24,52
COc1ccc(/C=C(/C(=O)N2CCCC2)c2cc(OC)c(OC)c(OC)c2)cc1,4.1*,13,32,24,22,40,80,32,12
CCOC(=O)/C(C)=N\NC(C)=O,108,104,98,88,97,104,106,90,118
O=C(O)c1ccc(-n2cc(CNc3ccc(Cl)cc3)c(-c3cc(C(F)(F)F)cc(C(F)(F)F)c3)n2)cc1,110,94,100,89,96,79,104,88,99
S=c1[nH]cccc1-c1nnc2n1Nc1nc3ccccc3cc1CS2,111,111,109,95,99,108,98,83,106
CC1CCCN(/N=N/c2nc3c([nH]2)c(=O)n(C)c(=O)n3C)C1 (configuration not stated),107,88,106,108,99,105,111,85,95
COc1cc(/C=C/C(=O)C2=C(/C=C/c3ccc(O)c(OC)c3)NC(=O)NC2c2ccc(Cl)cc2)ccc1O (configuration not stated),109,113,/,91,100,101,116,75,114
COc1cc(/C=N/Nc2ccccc2Cl)cc(OC)c1OC,105,92,77,77,88,70,108,99,106
C=CCNC(=S)NNc1ccc([N+](=O)[O-])cn1,110,/,99,98,92,100,96,82,90
COc1cc(C)c(Cl)cc1C1=NN(c2ccc(S(N)(=O)=O)cc2)C(/C=C/c2ccccc2)C1 (configuration not stated),38,64,35,12,44,35,75,65,23
CCCCCCCCCCCCCC[n+]1ccccc1,-93*,7.3*,-86*,-44*,2.3*,34,-72*,-39*,-52*
COc1ccc(-c2c(-c3nc4ccccc4s3)c(N)nc3c(C(N)=O)c(Nc4ccc(Cl)cc4)nn23)cc1,110,87,93,92,111,99,103,102,112
CCCCNC(=O)Oc1ccc(C(=O)OCCC)cc1,116,76,106,110,105,103,115,73,105
CSC(=O)NCCOC(=O)SC,108,101,102,101,93,100,103,78,119
N[C@@H](CO)C(=O)O,106,85,102,103,/,109,98,/,109
Brc1cccc[n+]1Cc1ccc(C[n+]2ccccc2Br)cc1,111,119,105,91,102,104,99,113,97
Cc1ccccc1NC(=S)Nc1ccccc1,98,132,92,101,100,95,96,98,101
O=C1C2C3C=CC(O3)C2C(=O)N1/N=C/c1ccc2c(c1)OCO2 (configuration not stated),115,86,104,92,105,97,92,87,107
C=CCn1c(SC/C(=N\O)c2ccc(Cl)cc2)nnc1-c1c[nH]c2ccccc12,100,/,96,64,90,78,91,95,94
O=C(CSc1nc2ccccc2c(=O)[nH]1)NNC(=O)c1ccccc1Br,121,97,99,105,101,105,106,66,107
CN1C(=O)/C(=C/c2ccc(C(=O)Nc3ncc(Cc4ccc(F)cc4)s3)cc2)SC1=S,72,35,16,33,29,22,41,40,29
O=C(O)CN1C(=O)/C(=C/c2cc3cc4c(cc3nc2Cl)OCCO4)SC1=S,114,128,111,108,116,101,104,94,119
O=C(/C=C/c1ccccc1O)c1ccccc1O,106,101,54,53,70,72,100,71,98
CCCCCCCCCCCCCCCCCC(=O)OCC,106,99,101,121,106,109,99,105,108
O=C(CS(=O)(=O)c1ccc(Br)cc1)Nc1ccccc1C(=O)O,111,121,105,101,103,108,118,94,106
Nc1ccc(-c2cc3c(NCc4ccccc4)ncnc3s2)cc1,108,53,89,96,105,82,93,89,103
O=C(Nc1ncc(Cc2cccc(C(F)(F)F)c2)s1)C1COc2ccccc2O1 (configuration not stated),104,106,76,83,81,72,99,83,85
CCCn1cc(/C=N\N=C2\C(=O)Nc3ccc(OC(F)(F)F)cc32)c2ccccc21,97,98,93,79,106,77,112,94,75
O=C(O)c1cc(O)c2c(c1)[C@@H]([C@H]1c3cc(C(=O)O)cc(O)c3C(=O)c3c(O[C@H]4O[C@H](CO)[C@@H](O)[C@H](O)[C@H]4O)cccc31)c1cccc(O[C@H]3O[C@H](CO)[C@@H](O)[C@H](O)[C@H]3O)c1C2=O,90,108,97,99,98,98,94,83,87
CCOC(=O)c1nn(-c2ccn(C)n2)c(C(=O)OCC)c1N,115,106,103,105,97,105,101,83,110
Cc1cc(C#Cc2ccccc2)ccc1-n1c(/C=C/c2cc(O)ccc2O)nc2ccccc2c1=O,-66*,41,-5.2*,-44*,5.7*,-34*,-50*,16,12
COc1cc(C(=O)/C=C/c2ccc3nc(-c4cc(F)cc(F)c4)sc3c2)cc(OC)c1OC,115,98,108,87,104,99,93,/,96
O=C(NNC(=O)c1ccncc1)C1=CN=C2Sc3cc(Cl)ccc3N2[C@H]1c1ccccn1,54,78,57,33,73,87,/,77,57
N#CC1=C(N)O[C@]23c4ccccc4C(=O)[C@]12N(NC(=O)c1cc2ccc1CCc1ccc(cc1)CC2)C(=S)N3c1cccnc1,98,85,95,88,93,97,108,69,105
C/C=C(\Br)C(=O)N1CCCCC1,101,97,105,101,97,107,104,105,97
CC1=Nc2nc(=N)nc3cccc(n23)N1,123,112,99,99,102,100,109,101,95
Cc1ccc(-n2nc(C(=O)NCCCCCC(=O)NO)nc2-c2ccccc2)cc1,/,111,106,106,89,104,114,95,105
Cc1ccc(C2=NN(c3nc(-c4cc5ccccc5oc4=O)cs3)C(c3ccc(Cl)cc3)C2)cc1 (configuration not stated),119,135,101,98,104,100,120,98,111
CCCCCc1ccccn1,135,112,92,107,126,115,130,95,109

# 2 entries from above in another layout.
SMILES	COLO 205	A498	KM12	HCT-116	SW-620	HCT-15	HCC-2998	SNB-75	HT29
O=C(O)C1=NN(c2ccc(S(=O)(=O)O)cc2)C(=O)C1N=Nc1ccc(S(=O)(=O)O)cc1 (configuration not stated)	104	119	88	102	92	112	89	89	100
CN(C)c1nc(N)nc2c1ncn2C1OC(CO)CC1O (configuration not stated)	113	92	105	106	105	106	119	92	111

# Later entries.
SMILES,COLO 205,A498,KM12,HCT-116,SW-620,HCT-15,HCC-2998,SNB-75,HT29
CCN(CC)CCn1cc(Sc2cccc(OC)c2)c2cc(OC)ccc21,106,26,96,69,92,84,98,92,84
C=CCc1ccccc1C,114,/,108,99,106,99,106,95,102
COc1ccc(C(=O)N2CCN(C(C)=O)C2=O)cc1OC1CCCC1,/,/,106,92,101,107,119,91,113
Cn1c2c(cc(S(=O)(=O)c3ccccc3)c1=O)CCc1c-2cnn1-c1ccc(Cl)cc1,78,-15*,92,53,57,40,74,-54*,17
CS(=O)(=O)Nc1ccc(-c2ccc3c(c2)ncn3-c2ccc(NC(=O)Nc3ccc(Br)cc3)cc2)cc1,-28*,-17*,2.8*,2.5*,1.3*,8.6*,18,21,7.1*
O=C1/C=C/[C@@H](O)[C@@H]2C[C@@H](O)C[C@H]2/C=C/CCC[C@H]([C@H](O)CO)O1,116,92,103,104,107,104,86,93,105
CS(=O)(=O)OCC1CCCO1 (configuration not stated),113,74,103,103,101,100,104,98,107
COc1ccc(-c2cc(-c3ccccc3)nc(SCCCCCC(=O)O)n2)cc1,108,108,102,101,108,103,102,97,109
Cc1ccc(S(=O)(=O)Oc2ccc(-c3sc4cc(OS(=O)(=O)c5ccc(C)cc5)ccc4c3C(=O)c3ccc(OCCN4CCCCC4)cc3)cc2)cc1,76,101,82,75,97,83,89,82,39
COc1cc2nc(Sc3nnc(N)s3)n(Cc3ccccc3)c(=O)c2cc1OC,127,81,99,100,102,95,117,/,115
OC(C/C(=N\N1CCCCC1)c1cccs1)(C(F)(F)F)C(F)(F)F,106,106,106,93,107,104,101,91,96
Clc1ccc(C(c2c[nH]c3ccc(Br)cc23)N2CCCC2)cc1 (configuration not stated),98,80,91,84,100,89,83,80,87
O=C1OCC/C1=C\c1ccc(O)cc1,130,106,113,98,110,102,104,98,115
CCCCCCC1=C(Br)C(=O)c2nc(C)ccc2C1=O,51,77,100,40,61,90,110,109,115
Fc1ccc([I+]c2ccc(F)cc2)cc1,62,78,54,33,56,94,72,80,38
CC/C=C\C[C@H](O)C/C=C1/C(=O)C=C[C@@H]1C/C=C\CCCC(=O)NC(C)C,-41*,99,-43*,-54*,12,-34*,-55*,68,-30*
CCN(CC)c1cc2oc3cc(N)cc(=N)c-3nc2cc1C,21,82,40,-12*,24,38,100,12,87
COC(=O)/C=C1/Nc2ccccc2SC1C(=O)OC (configuration not stated),/,128,118,96,124,103,119,85,118
COc1cc(/C=C/C(=O)c2cc(NC(=O)c3ccc4cc(-c5cccc(Cl)c5)ccc4c3)ccc2O)cc(OC)c1OC,105,109,95,79,96,78,90,82,102
COC(=O)CNC(=O)[C@H](C)NC(=O)[C@@H]1CCCN1C(=O)CNC(=O)[C@H](C)N,104,91,105,102,104,104,107,77,101
Clc1ccc(/C=N/Nc2nc3ccccc3s2)c(Cl)c1,88,82,94,81,79,85,101,84,84
O=C(NC(=S)Nc1cc(-c2ccco2)[nH]n1)c1cccs1,126,96,99,97,110,100,111,99,103
CC(C)c1cc(C(=O)Nc2ccc(-c3nccs3)cc2)no1,127,87,103,93,102,102,94,100,63
O=C(O)c1ccc(N=CC(=O)c2ccc(-c3ccccc3)cc2)cc1,111,/,102,98,93,113,97,109,103
c1ccc(-c2cc3ccccc3[nH]2)cc1,97,73,97,99,102,91,/,75,90
Cc1ccc(/C=C/C2=NN(c3ccc(-c4ccccc4)nn3)C(c3ccc(C)o3)C2)o1 (configuration not stated),73,78,78,76,88,75,95,57,79
COc1ccc(/C=C/C(=O)c2cccc(NS(C)(=O)=O)c2)cc1,102,101,39,21,50,67,111,69,49
O=C(COc1ccc(/C=C2\Oc3ccc4ccccc4c3C2=O)cc1)c1ccc([N+](=O)[O-])cc1,134,103,94,74,99,88,96,91,109
Fc1ccc(-n2cc(COc3ncnc4c3cnn4-c3ccccc3)nn2)cc1,111,84,105,105,107,99,118,104,76
COc1ccccc1NCS(=O)(=O)O,/,117,110,97,110,98,94,94,109

# Among those listed so far, 11 contain fluorine:
SMILES,COLO 205,A498,KM12,HCT-116,SW-620,HCT-15,HCC-2998,SNB-75,HT29
C/C=C(\C)C(C(=O)NC1CCCCC1)N(C(=O)C1CCc2cc(F)ccc2O1)c1cc(Cl)cc(Cl)c1 (configuration not stated),103,99,104,87,103,99,106,87,93
Cc1ccc(/C=C/C(=O)c2ccc(F)cc2)s1,108,70,67,26,30,67,88,91,43
COc1cc(OC)c(C(=O)/C=C/c2cccc(C(F)(F)F)c2)c(OC)c1,13,/,11,2.8*,0.8*,6.8*,29,19,3.8*
O=C(O)c1ccc(-n2cc(CNc3ccc(Cl)cc3)c(-c3cc(C(F)(F)F)cc(C(F)(F)F)c3)n2)cc1,110,94,100,89,96,79,104,88,99
CN1C(=O)/C(=C/c2ccc(C(=O)Nc3ncc(Cc4ccc(F)cc4)s3)cc2)SC1=S,72,35,16,33,29,22,41,40,29
O=C(Nc1ncc(Cc2cccc(C(F)(F)F)c2)s1)C1COc2ccccc2O1 (configuration not stated),104,106,76,83,81,72,99,83,85
CCCn1cc(/C=N\N=C2\C(=O)Nc3ccc(OC(F)(F)F)cc32)c2ccccc21,97,98,93,79,106,77,112,94,75
COc1cc(C(=O)/C=C/c2ccc3nc(-c4cc(F)cc(F)c4)sc3c2)cc(OC)c1OC,115,98,108,87,104,99,93,/,96
OC(C/C(=N\N1CCCCC1)c1cccs1)(C(F)(F)F)C(F)(F)F,106,106,106,93,107,104,101,91,96
Fc1ccc([I+]c2ccc(F)cc2)cc1,62,78,54,33,56,94,72,80,38
Fc1ccc(-n2cc(COc3ncnc4c3cnn4-c3ccccc3)nn2)cc1,111,84,105,105,107,99,118,104,76
